M. tuberculosis: growth inhibition of non-replicating M. tuberculosis (AID 488890); Mycobacterium tuberculosis non-replicating, growth inhibition; higher % means a stronger effect; one-dose inhibition, % at 25 µM; IC50 in µM for titrated hits; 0.39% of 320,000 active; in the data active = a potency from the dose series; inconclusive = inhibition mostly from about 82% at the one dose, without a potency; inactive = the rest, 99 in 100 with inhibition below about 76%;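 note: plate controls were DMSO cells for no effect and high antibiotic wells for full effect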
Salmonella PhoP GFP: Inhibition of PhoP regulon, Salmonella typhi GFP reporter cells, confirmation, 4 h (AID 1850). 0.33% of 310,000 active. Salmonella Typhi PhoP-promoter GFP reporter, fluorescence, 4 h; higher % means a stronger effect. inhibition, % at 50 µM; hits with a dose series show IC50 in µM; in the data active = a potency from the dose series; inconclusive = inhibition mostly from about 25% at the one dose, without a potency; inactive = the rest, 99 in 100 with inhibition below about 19%;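 note: 0% = induced wells with vehicle and 100% = uninduced wells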
H37Rv inhibition: M. tuberculosis growth inhibition, HTS (AID 449762). M. tuberculosis H37Rv growth inhibition, 7H9 media; higher % means a stronger effect. 0.59% of 330,000 active. one-dose inhibition, % at 25 µM; IC50 in µM for titrated hits; in the data active = a potency from the dose series; inconclusive = inhibition above about 70% without an active follow-up result;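 note: bacterial growth assessed after seven days of incubation; strong numbers were not always called active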
influenza NS1A: H1N1 influenza NS1A inhibitors, functional cell based assay (AID 504329) | NS1A functional cell-based assay, percent inhibition; higher % means a stronger effect | inhibition, % at 12.5 µM, or IC50 in µM where a hit was titrated | 0.3% of 340,000 active; in the data active = a potency from the dose series; inconclusive = inhibition above about 27% without an active follow-up result; note: strong numbers were not always called active
VEEV TC-83 Vero: inhibitors of VEEV TC-83 cytopathic effect, confirmation, Vero cells (AID 588727). Vero cells, VEEV TC-83 cytopathic effect inhibition; higher % means a stronger effect. inhibition, % at 20 µM; hits with a dose series show IC50 in µM. 0.13% of 350,000 active; in the data active = a potency from the dose series; inconclusive = inhibition mostly from about 14% at the one dose, without a potency; inactive = the rest, 99 in 100 with inhibition below about 12%; note: strong numbers were not always called active
VEEV TC-83 Vero 10K pilot screen: further read-out of VEEV TC-83 Vero, marked with its call; inhibition, %; measured here: 10K pilot screen inhibition
Starred values were filed as active, the others as inactive.

Screening O=C(Nc1cc(Sc2ccccn2)cc([N+](=O)[O-])c1)c1cccc(F)c1 returned M. tuberculosis 24%, Salmonella PhoP GFP -5%, H37Rv inhibition 13%, influenza NS1A 1% and VEEV TC-83 Vero 9.1%.
Screening Cn1c(SCC(=O)N2CCCCCC2)nnc1-c1ccco1 returned M. tuberculosis -7%, Salmonella PhoP GFP 0%, H37Rv inhibition -7%, influenza NS1A -12% and VEEV TC-83 Vero inactive.
For Cn1c(-c2ccc(F)cc2)cnc1NCc1ccccc1 the results were M. tuberculosis 34%, Salmonella PhoP GFP -4%, H37Rv inhibition -4%, influenza NS1A -3% and VEEV TC-83 Vero 0.4%.
For COc1ccccc1-c1nnc(SC/C(O)=C(\C#N)c2nc3ccccc3[nH]2)n1C1CCCCC1 the results were M. tuberculosis -7%, Salmonella PhoP GFP -4%, H37Rv inhibition 21%, influenza NS1A 1% and VEEV TC-83 Vero 10%.
Screening CCn1c(=O)cc(SCC(=O)N2CCN(c3ccccc3F)CC2)c2ccccc21 returned M. tuberculosis 29%, Salmonella PhoP GFP 19%, H37Rv inhibition 3%, influenza NS1A 3% and VEEV TC-83 Vero 6.3%.
Cc1c(Cl)cccc1NC(=O)CNC(=O)C1CCN(C(=O)Nc2ccccc2)CC1 was read as M. tuberculosis -3%, H37Rv inhibition -3%, influenza NS1A -2% and VEEV TC-83 Vero inactive.
For COCCn1c(SCC(=O)Nc2cccc(S(N)(=O)=O)c2)nc2ccccc21 the results were M. tuberculosis -16%, Salmonella PhoP GFP -5%, H37Rv inhibition 1%, influenza NS1A 9% and VEEV TC-83 Vero 1.1%.
`COc1ccc(N=C2NC(=O)C(CO)(CO)S2)cc1` gave M. tuberculosis -5%, Salmonella PhoP GFP -5%, H37Rv inhibition -6%, influenza NS1A 19% and VEEV TC-83 Vero 1.6%.
`O=C(O)COCC(=O)Nc1ccc2c(c1)CCC2` gave M. tuberculosis 5%, Salmonella PhoP GFP 8%, H37Rv inhibition 0%, influenza NS1A 0% and VEEV TC-83 Vero 1.2%.
Screening CC1CCCN(C2(O)C(=O)Nc3c(C(F)(F)F)cccc32)C1 (configuration not stated) returned M. tuberculosis -21%, Salmonella PhoP GFP 1%, H37Rv inhibition -9%, influenza NS1A 0% and VEEV TC-83 Vero 0.4%.
CC(C)NC(=O)/C(=N\O)c1ccccc1 was read as M. tuberculosis 1%, Salmonella PhoP GFP 3%, H37Rv inhibition -1%, influenza NS1A -2%, VEEV TC-83 Vero inactive and VEEV TC-83 Vero 10K pilot screen 1.2.
For CCOc1cc(N2CCOCC2)c(OCC)cc1NC(=O)CCS(=O)(=O)c1ccc(Cl)cc1 the results were M. tuberculosis 49%, Salmonella PhoP GFP 0%, H37Rv inhibition -1%, influenza NS1A 9% and VEEV TC-83 Vero 2.5%.
`O=C(/C=C/c1ccccc1)N/C(=C/c1ccccc1)C(=O)Nc1ccc(C(=O)O)cc1` gave M. tuberculosis 11%, Salmonella PhoP GFP 0%, H37Rv inhibition 3%, influenza NS1A -7% and VEEV TC-83 Vero inactive.
Screening Cc1ccc(NC(=O)CNc2cc(S(=O)(=O)N3CCOCC3)ccc2NCC2CCCO2)cc1F (configuration not stated) returned M. tuberculosis 53%, Salmonella PhoP GFP -4%, H37Rv inhibition 0%, influenza NS1A 25% and VEEV TC-83 Vero 1.6%.
`C[C@]12c3[nH]c4ccccc4c3CCN1C(=O)C(CC(=O)NCCCn1ccnc1)C[C@@H]2C(=O)N1CCOCC1` (some centres not stated) gave M. tuberculosis -9%, H37Rv inhibition 6%, influenza NS1A -8% and VEEV TC-83 Vero inactive.

The final 5 records of the part above are carried over, then new ones follow.
CC(C)NC(=O)/C(=N\O)c1ccccc1 was read as M. tuberculosis 1%, Salmonella PhoP GFP 3%, H37Rv inhibition -1%, influenza NS1A -2%, VEEV TC-83 Vero inactive and VEEV TC-83 Vero 10K pilot screen 1.2.
For CCOc1cc(N2CCOCC2)c(OCC)cc1NC(=O)CCS(=O)(=O)c1ccc(Cl)cc1 the results were M. tuberculosis 49%, Salmonella PhoP GFP 0%, H37Rv inhibition -1%, influenza NS1A 9% and VEEV TC-83 Vero 2.5%.
`O=C(/C=C/c1ccccc1)N/C(=C/c1ccccc1)C(=O)Nc1ccc(C(=O)O)cc1` gave M. tuberculosis 11%, Salmonella PhoP GFP 0%, H37Rv inhibition 3%, influenza NS1A -7% and VEEV TC-83 Vero inactive.
Screening Cc1ccc(NC(=O)CNc2cc(S(=O)(=O)N3CCOCC3)ccc2NCC2CCCO2)cc1F (configuration not stated) returned M. tuberculosis 53%, Salmonella PhoP GFP -4%, H37Rv inhibition 0%, influenza NS1A 25% and VEEV TC-83 Vero 1.6%.
`C[C@]12c3[nH]c4ccccc4c3CCN1C(=O)C(CC(=O)NCCCn1ccnc1)C[C@@H]2C(=O)N1CCOCC1` (some centres not stated) gave M. tuberculosis -9%, H37Rv inhibition 6%, influenza NS1A -8% and VEEV TC-83 Vero inactive.
`O=C(O)C1CCN(S(=O)(=O)Cc2ccccc2)CC1` gave M. tuberculosis -5%, Salmonella PhoP GFP -13%, H37Rv inhibition -1%, influenza NS1A 2% and VEEV TC-83 Vero inactive.
For NC(=O)COC(=O)c1ccc2c(c1)S(=O)(=O)N=C1CCCCCN12 the results were M. tuberculosis -8%, Salmonella PhoP GFP -3%, H37Rv inhibition -2%, influenza NS1A 36%, VEEV TC-83 Vero 0.1% and VEEV TC-83 Vero 10K pilot screen 2.2.
Screening CCOC(=O)c1cnc(SCC(=O)Nc2sc(C)c(C)c2C#N)nc1N returned M. tuberculosis 12%, Salmonella PhoP GFP 2%, H37Rv inhibition -1%, influenza NS1A 11% and VEEV TC-83 Vero inactive.
For Cc1oc2cc3oc(=O)c(CCC(=O)N4C[C@H]5C[C@@H](C4)c4cccc(=O)n4C5)c(C)c3cc2c1C the results were M. tuberculosis 46%, Salmonella PhoP GFP 15%, H37Rv inhibition -5%, influenza NS1A 8% and VEEV TC-83 Vero 11%.
Screening CC(/C=C/c1ccccc1)=N\Nc1nc(-c2ccccc2)cs1 returned M. tuberculosis -6%, Salmonella PhoP GFP 10%, H37Rv inhibition inconclusive, influenza NS1A 12% and VEEV TC-83 Vero inactive.
Screening CCN(CC)CCN(CC(=O)Nc1c(C)cc(C)cc1C)C(=O)c1ccccc1 returned M. tuberculosis 6%, Salmonella PhoP GFP 2%, H37Rv inhibition 3%, influenza NS1A 4% and VEEV TC-83 Vero 0.8%.
CC(=O)Nc1c(C)ccc([N+](=O)[O-])c1C was read as influenza NS1A -2% and VEEV TC-83 Vero 1.0%.
Screening CCN(CC)CCOC(=O)c1ccc(NC(=O)CCCN2C(=O)/C(=C/c3cccs3)SC2=S)cc1 returned M. tuberculosis inconclusive, Salmonella PhoP GFP 6%, H37Rv inhibition inconclusive, influenza NS1A inconclusive and VEEV TC-83 Vero inconclusive.
CCOc1ccc(N(CC(=O)NC2CCCCC2)S(=O)(=O)c2ccc(C)cc2)cc1 was read as M. tuberculosis -1%, Salmonella PhoP GFP 14%, H37Rv inhibition -2%, influenza NS1A 1% and VEEV TC-83 Vero inactive.
O=C(O)c1ccc(CS(=O)(=O)c2c(Cl)cccc2Cl)o1 was read as M. tuberculosis -1%, Salmonella PhoP GFP -5%, H37Rv inhibition -2%, influenza NS1A -7% and VEEV TC-83 Vero 0.1%.
For COc1ccc(OC)c(NC(=O)c2ccc(-c3csc(C)n3)cc2)c1 the results were M. tuberculosis -4%, Salmonella PhoP GFP -6%, H37Rv inhibition inconclusive, influenza NS1A 6% and VEEV TC-83 Vero 4.7%.
`O=Cc1c[nH]c2ccc(OCc3ccccc3)cc12` gave M. tuberculosis 4%, H37Rv inhibition -4%, influenza NS1A -6% and VEEV TC-83 Vero 1.1%.
Screening CC(C)Nc1nnc(SCC(=O)c2c(N)n(Cc3ccccc3)c(=O)n(C)c2=O)s1 returned M. tuberculosis 5%, Salmonella PhoP GFP -6%, H37Rv inhibition -2%, influenza NS1A 4% and VEEV TC-83 Vero 7.4%.
For O=C(CSc1ccc(-c2ccccc2)nn1)N1CCCCC1 the results were M. tuberculosis -6%, Salmonella PhoP GFP 3%, H37Rv inhibition 1%, influenza NS1A 0% and VEEV TC-83 Vero 1.5%.
CC(OC(=O)/C=C/c1ccccc1)C(=O)Nc1ccc(C(N)=O)cc1 (configuration not stated) was read as M. tuberculosis -12%, H37Rv inhibition -8%, influenza NS1A -6% and VEEV TC-83 Vero 0.9%.
Screening CCCc1nc2c(ccc3ccccc32)cc1CC returned M. tuberculosis 11%, Salmonella PhoP GFP 1%, H37Rv inhibition -4%, influenza NS1A -10% and VEEV TC-83 Vero inactive.
`COc1ccc(-c2cc(=O)oc3c(C)c(OC(C)C(=O)N4C[C@H]5C[C@@H](C4)c4cccc(=O)n4C5)ccc23)cc1` (some centres not stated) gave M. tuberculosis 28%, Salmonella PhoP GFP -13%, H37Rv inhibition 23%, influenza NS1A -4% and VEEV TC-83 Vero 6.6%.
`Cc1[nH]n(-c2ccccc2)c(=O)c1C(c1ccccc1[N+](=O)[O-])C(C#N)C#N` (configuration not stated) gave M. tuberculosis -2%, Salmonella PhoP GFP -12%, H37Rv inhibition -5%, influenza NS1A -7% and VEEV TC-83 Vero 1.9%.
COc1ccccc1CC(NC(C)=O)C(=O)NC1CCN(c2nnnn2-c2ccccc2)CC1 (configuration not stated) was read as M. tuberculosis 14%, Salmonella PhoP GFP -20%, H37Rv inhibition -9%, influenza NS1A 0% and VEEV TC-83 Vero 2.6%.
Cc1ccc(C(=O)COC(=O)CCC(=O)Nc2ccccc2Cl)cc1[N+](=O)[O-] was read as M. tuberculosis 3%, Salmonella PhoP GFP -2%, H37Rv inhibition 4%, influenza NS1A -5% and VEEV TC-83 Vero 1.1%.
CC(C)NC(=O)c1ccc(N2CCOCC2)nc1 was read as M. tuberculosis -14%, Salmonella PhoP GFP -3%, H37Rv inhibition -14%, influenza NS1A 0% and VEEV TC-83 Vero 0.4%.
`COc1ccc(-c2nc3ccc(C)cc3c(=O)o2)cc1OC` gave M. tuberculosis 2.9µM*, Salmonella PhoP GFP -2%, H37Rv inhibition inconclusive, influenza NS1A -6% and VEEV TC-83 Vero 1.2%.
`COc1ccccc1S(=O)(=O)Cc1ccc(C(=O)NCCN2CCCC2)o1` gave M. tuberculosis 8%, Salmonella PhoP GFP 1%, H37Rv inhibition 1%, influenza NS1A -1% and VEEV TC-83 Vero 0.6%.
Cc1nn(Cc2c(F)cccc2Cl)c(=O)c2ccccc12 was read as M. tuberculosis 24%, Salmonella PhoP GFP -13%, H37Rv inhibition 7%, influenza NS1A -4% and VEEV TC-83 Vero 0.1%.
`COc1ccc(/C=C2\CCC(C3CCCC3)C2=O)cc1Cn1cccn1` (configuration not stated) gave M. tuberculosis -4%, Salmonella PhoP GFP -6%, H37Rv inhibition 7%, influenza NS1A 17% and VEEV TC-83 Vero 1.0%.
Screening CC(C)c1ccc(NC(=O)CSc2nnc(-c3ccccn3)n2C)cc1 returned M. tuberculosis inconclusive, Salmonella PhoP GFP 23%, H37Rv inhibition -6%, influenza NS1A 2% and VEEV TC-83 Vero inactive.
CN1CCN(C(=O)C2(NC(=O)Nc3ccccc3Cl)CCCCC2)CC1 was read as M. tuberculosis 1%, Salmonella PhoP GFP -9%, H37Rv inhibition -8%, influenza NS1A -7% and VEEV TC-83 Vero 0.9%.
CC1(C)N=C(C(=O)c2ccccc2)N(O)C1(C)O (configuration not stated) was read as M. tuberculosis 5%, Salmonella PhoP GFP -10%, H37Rv inhibition 3%, influenza NS1A -4% and VEEV TC-83 Vero 1.8%.
For Fc1ccc(C(OCCN2CCCC2)c2ccc(Br)cc2)cc1 (configuration not stated) the results were M. tuberculosis 74%, Salmonella PhoP GFP -4%, H37Rv inhibition -5%, influenza NS1A 12% and VEEV TC-83 Vero inactive.
O=C(CSC(=S)N1CCOCC1)c1cc(Br)cc(Br)c1O was read as M. tuberculosis inconclusive, Salmonella PhoP GFP -7%, H37Rv inhibition 4%, influenza NS1A -11% and VEEV TC-83 Vero 1.4%.
Screening Cc1ccc(CN(c2ccc(C(=O)N3CCOCC3)cc2)S(C)(=O)=O)cc1 returned M. tuberculosis 7%, Salmonella PhoP GFP -2%, H37Rv inhibition 4%, influenza NS1A 1% and VEEV TC-83 Vero 1.4%.
Screening CC(C)[C@H](NC(=O)[C@H](CC(=O)O)NC(=O)[C@H](CCCCN)NC(=O)[C@@H](N)CCCN=C(N)N)C(=O)N[C@@H](Cc1ccc(O)cc1)C(=O)O returned M. tuberculosis -7%, Salmonella PhoP GFP 3% and H37Rv inhibition 1%.
`Cc1cc(=O)oc2cc(OCC(=O)OCC(=O)N(CCC#N)c3ccccc3)ccc12` gave M. tuberculosis -12%, Salmonella PhoP GFP 5%, H37Rv inhibition 1%, influenza NS1A -4% and VEEV TC-83 Vero inactive.

Bioassay records deposited in PubChem BioAssay by Southern Research Specialized Biocontainment Screening Center.
